# M1 PAM – human M1 muscarinic receptor positive allosteric modulators, primary screen, CHO-K1 cells, Fluo-8 calcium fluorescence, 1536-well; Muscarinic acetylcholine receptor M1 (Homo sapiens), P11229; CHO-K1 hM1, ACh EC20; 0% = ACh EC20, 100% = maximal ACh; activation, % at 3 µM; hit rate 0.088% among 360,000; in the data active = activation above about 19%, passing the limit was not always enough
# Target sequence (P11229 whole entry, looked up): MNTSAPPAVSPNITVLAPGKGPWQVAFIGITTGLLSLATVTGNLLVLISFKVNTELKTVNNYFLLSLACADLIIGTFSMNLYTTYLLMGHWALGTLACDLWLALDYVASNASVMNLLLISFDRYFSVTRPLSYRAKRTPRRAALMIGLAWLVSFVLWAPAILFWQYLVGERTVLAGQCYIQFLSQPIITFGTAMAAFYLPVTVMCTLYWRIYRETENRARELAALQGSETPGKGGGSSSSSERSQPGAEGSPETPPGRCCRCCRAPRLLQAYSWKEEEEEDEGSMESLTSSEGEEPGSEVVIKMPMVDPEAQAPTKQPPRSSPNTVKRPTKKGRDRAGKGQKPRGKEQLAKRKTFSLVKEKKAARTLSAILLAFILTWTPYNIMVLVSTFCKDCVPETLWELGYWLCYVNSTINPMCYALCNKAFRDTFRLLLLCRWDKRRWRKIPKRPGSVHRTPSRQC
# CHRM4 agonist – human M4 muscarinic receptor agonists, primary screen, CHO-K1 cells, Fluo-8 calcium fluorescence. Muscarinic acetylcholine receptor M4 (Homo sapiens), P08173. CHO-K1 hM4/Gqi5; vehicle 0%, full acetylcholine response 100%. activation, % at 3 µM. hit rate 0.14% among 360,000. AID 624127, 2012;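 active = activation above the run mean over all test wells plus 3 SD, cut at about 32% in these data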;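 also: peak over basal fluorescence ratio per well then scaled between controls; 0% = DMSO wells and 100% = acetylcholine at EC100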
# CHRM4 antagonist – human M4 muscarinic receptor antagonists, primary screen, CHO cells, Fluo-8 calcium fluorescence; CHO-hM4 cells, ACh EC80; hit rate 0.73% among 360,000; inhibition, % at 3 µM; AID 624125, 2012; Muscarinic acetylcholine receptor M4 (Homo sapiens), P08173;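 active = inhibition above its plate's cutoff, the mean inhibition of sample wells plus 3 SD, cut at about 27% in these data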;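 also: 0% = acetylcholine EC80 with DMSO and 100% = DMSO without agonist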
# CHRM4 PAM – human M4 muscarinic receptor positive allosteric modulators, primary screen, CHO-K1 cells, Fluo-8 calcium fluorescence; Muscarinic acetylcholine receptor M4 (Homo sapiens), P08173; CHO-K1 hM4/Gqi5, ACh EC20; 0% = ACh EC20, 100% = maximal ACh; activation, % at 3 µM; hit rate 0.4% among 360,000;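 active = activation above its plate's cutoff, the mean activation of sample wells plus 3 SD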; also: some results filed as inactive read as strong as hits
# CRFR2-BP ag – agonists of CRF-BP/CRF-R2 complex, primary screen, cell-based, HEK293, calcium dye fluorescence, uHTS | activation, % at 13.2 µM | AID 588473, 2011 | hit rate 0.46% among 350,000 | CRF-binding protein / CRF receptor 2 complex (human) | calcium dye fluorescence (FLIPR); percent of saturating CRF peptide response;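 active = activation of at least 50%, plus an integration ratio under a set limit after plate pattern correction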;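 also: plate controls were neutral control wells without compound for no effect and CRF at EC100 for full effect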
# CHRM5 antagonist – human M5 muscarinic receptor antagonists, primary screen, CHO cells, Fluo-8 calcium fluorescence; Muscarinic acetylcholine receptor M5 (Homo sapiens), P08912; CHO-hM5 cells, ACh EC80; inhibition, % at 3 µM; hit rate 0.59% among 360,000;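 active = inhibition above a per-plate cutoff, the mean of that plate's test compounds plus 3 SD, cut at about 27% in these data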;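 also: 0% = acetylcholine EC80 with DMSO and 100% = DMSO without agonist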
# Target sequence (P08912 whole entry, looked up): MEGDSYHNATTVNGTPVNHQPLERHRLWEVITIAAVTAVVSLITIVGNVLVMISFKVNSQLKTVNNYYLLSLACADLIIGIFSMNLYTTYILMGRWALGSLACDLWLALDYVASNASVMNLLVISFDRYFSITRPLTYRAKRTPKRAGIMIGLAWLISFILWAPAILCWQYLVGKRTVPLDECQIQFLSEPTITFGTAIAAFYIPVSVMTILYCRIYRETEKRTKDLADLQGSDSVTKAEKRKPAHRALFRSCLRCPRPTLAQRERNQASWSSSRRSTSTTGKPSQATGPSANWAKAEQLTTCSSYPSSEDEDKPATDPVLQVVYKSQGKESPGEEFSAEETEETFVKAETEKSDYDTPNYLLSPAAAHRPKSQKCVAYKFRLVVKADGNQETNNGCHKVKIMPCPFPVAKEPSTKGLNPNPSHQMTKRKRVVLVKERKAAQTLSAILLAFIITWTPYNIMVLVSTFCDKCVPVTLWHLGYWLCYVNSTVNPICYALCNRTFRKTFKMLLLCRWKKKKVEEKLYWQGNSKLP
# M1 antag – human M1 muscarinic receptor antagonists, primary screen, CHO-K1 cells, Fluo-8 calcium fluorescence, 1536-well. inhibition, % at 3 µM. Muscarinic acetylcholine receptor M1 (Homo sapiens), P11229. hit rate 1.3% among 360,000. CHO-K1 hM1, ACh EC80 antagonist;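 active = percent inhibition above its own plate's cutoff, namely the mean of that plate's compound wells plus 3 SD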;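 also: peak over basal fluorescence ratio during 140 s after agonist addition; 0% = ACh EC80 plus DMSO and 100% = DMSO alone without agonist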
# CHRM5 PAM – human M5 muscarinic receptor positive allosteric modulators, primary screen, CHO-K1 cells, Fluo-8 calcium fluorescence; hit rate 0.3% among 360,000; Muscarinic acetylcholine receptor M5 (Homo sapiens), P08912; CHO-K1 hM5, ACh EC20 PAM; 0% = ACh EC20, 100% = ACh EC100; activation, % at 3 µM; AID 624038, 2012;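 active = activation above the run cutoff, the mean activation of all test compounds plus 3 SD, cut at about 18% in these data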
#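 Assay system: CHO-K1 hM5 cells / Incubation: Fluo-8 loading 80 min at 37 °C plus 30 min room temperature / Technique: Fluo-8 calcium dye fluorescence, kinetic read / Repeats: single replicate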
# M5 ag – human M5 muscarinic receptor agonists, primary screen, CHO-K1 cells, Fluo-8 calcium fluorescence. Muscarinic acetylcholine receptor M5 (Homo sapiens), P08912. activation, % at 3 µM. hit rate 0.19% among 360,000. CHO-K1 hM5 cells; 0% DMSO wells, 100% maximal acetylcholine response;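 active = activation above the run's mean over test compounds plus 3 SD, cut at about 23% in these data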;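 also: signal is peak over basal fluorescence ratio across the kinetic read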
# Active calls of the source: *; . = no result given.
item	CHRM4 antagonist	CRFR2-BP ag	CHRM5 PAM	M1 PAM	M1 antag	CHRM4 agonist	CHRM4 PAM	CHRM5 antagonist	M5 ag	smiles
1	-1	0.7	6	9	4	1	17	-6	2	CC1=CS(=O)(=O)CC1Sc1nc2ccccc2[nH]1 (stereo not drawn)
2	4	0.2	-7	4	-9	1	-2	10	-10	Cc1cccc(C)c1NC(=O)CSC(=S)N1CCCC1
3	1	-1.6	-7	5	2	1	-3	7	-3	Cc1cc(C(=O)N/N=C/c2ccc([N+](=O)[O-])cc2)c(C)o1
4	59*	.	-24	.	.	22	-14	71*	-3	N#CCc1ccc(OCCCN2CCC(C(O)(c3ccccc3)c3ccccc3)CC2)cc1
5	-6	0.1	-4	9	-5	0	2	14	-3	CC(C)c1ccc(N(C(=O)c2csnn2)C(C(=O)NC2CCCC2)c2ccncc2)cc1 (stereo not drawn)
6	-1	.	-10	.	.	8	-3	11	-2	COC(=O)[C@]12CCCCC=C1N(CCC1=CCCCC1)C(=O)[C@H](CC(=O)NCCc1ccccc1OC)C2
7	-3	2.0	-10	-3	4	8	-8	7	0	COc1cccc(C(=O)Nc2ccccc2C(=O)NCC2CCCO2)c1 (stereo not drawn)
8	-9	-1.4	-1	-7	2	0	7	-4	-2	CC(=O)c1c(C)nc2ccc(Br)cc2c1-c1ccccc1
9	0	.	-3	.	.	2	1	9	1	O=C(NCc1ccccc1)C1C(=O)Nc2ccccc2C(=O)N1C1CCCC1 (stereo not drawn)
10	-13	1.3	-1	24	-9	-1	2	0	-5	CC(C)CNC(=O)[C@H]1N2C(=O)c3ccccc3C2SC1(C)C (stereo partly drawn)
11	-8	0.5	6	5	-14	3	15	-2	-2	O=c1c2c(nc3n1CCCCC3)sc1c(O)cccc12
12	13	0.9	-20	-17	5	-3	-13	5	-4	CCOC(=O)N1CCC(N2C(=O)c3ccccc3C2Nc2cccnc2)CC1 (stereo not drawn)
13	7	0.5	-4	-10	6	1	7	2	1	COc1ccccc1-c1ccc(=O)n(CC(=O)NCc2ccc3c(c2)OCO3)n1
14	99*	-1.0	-20	-22	100*	1	-36	99*	-7	CC1CCC(C(C)C)C(OCC[N+](C)(C)C)C1 (stereo not drawn)
15	-1	-0.5	-8	1	6	7	-7	14	0	O=C(N/N=C/c1ccc(F)cc1)c1cccc(NC(=O)c2ccc(F)cc2)c1
16	-3	-0.8	-1	1	4	2	1	6	-5	O=C(Cc1ccccc1)NC(Nc1ccccc1)C(Cl)(Cl)Cl (stereo not drawn)
17	7	33	-3	-4	8	4	3	14	5	COc1ccc(C(=O)/C=C/c2cc(OC)c(O)c(OC)c2)c(F)c1
18	2	-1.0	8	3	-6	0	4	-7	3	CCCC1NC(=O)NC(C)=C1C(=O)OCC (stereo not drawn)
19	-18	-0.2	-3	7	-10	1	6	4	-3	CNC(=O)COc1ccc(S(=O)(=O)N2CCCC2)cc1
20	4	1.0	8	5	-22	1	-3	-5	-3	O=C(CN1CCN(c2ccccn2)CC1)N(c1ccccc1)c1ccc2ccccc2c1
21	-11	-4.5	3	11	-10	5	3	-16	4	CN(C)S(=O)(=O)c1cccc(C(=O)OCC(=O)NCc2ccc3c(c2)OCO3)c1
22	4	-2.0	6	-3	8	0	-4	14	2	CC1(C)COC(c2ccccc2Cl)OC1
23	6	-0.9	2	-4	7	0	-2	-3	1	O=c1cc(CSc2n[nH]c(-c3ccncc3)n2)nc2sccn12
24	2	.	4	-1	-3	4	-2	-9	1	CC(=O)NC(c1cccc(F)c1)c1nc(-c2ccc3ccccc3c2)cs1 (stereo not drawn)
25	-2	6.3	12	8	-8	1	3	-5	1	CCCNC(=O)N1CCCC(C(N)=O)C1 (stereo not drawn)
26	8	-0.2	4	-8	-1	0	-16	5	-6	O=C(c1ccc(Cn2c(=S)[nH]c3ccc(N4CCOCC4)cc3c2=O)cc1)N1CCC(N2CCCCC2)CC1
27	3	0.2	0	3	0	1	3	8	1	COc1cccc(NC(=O)CN2C(=O)NC3(CCc4ccccc43)C2=O)c1 (stereo not drawn)
28	6	-2.4	-2	-1	1	2	-3	1	-6	Oc1ccccc1-c1cncn1Cc1ccccc1
29	2	-0.7	-5	12	-12	6	-3	7	-1	CCOc1ccc(NC(=O)NCCN2CCN(c3cccc(C)c3C)CC2)cc1
30	6	0.2	1	-6	10	4	-6	-5	1	COc1ccc2c(CC(=O)N3CCN(S(=O)(=O)c4ccc(F)cc4)CC3)coc2c1
31	15	0.7	6	0	5	0	-21	-3	0	N#Cc1c(N)n(-c2cccc(C(=O)O)c2)c2nc3ccccc3nc12
32	4	-1.4	16	-1	10	1	-4	-3	-1	Cn1c(C(=O)O)cnc1Sc1ncc(C(F)(F)F)cc1Cl
33	2	-0.4	7	18	-16	2	19	-4	4	OCC[C@H]1C[C@H](O)[C@@H](O)[C@@]2(Cc3ccccc3CO2)O1
34	2	-0.4	2	5	0	1	-6	-14	3	Cc1ccc(S(=O)(=O)N2C[C@H]3C(=O)C[C@@H](c4ccc(Cl)cc4)N(S(=O)(=O)c4ccccc4C)[C@H]3C[C@H]2c2ccc(Cl)cc2)cc1
35	-4	-0.3	15	4	-4	1	7	-5	-9	COc1ccc(CNC(=O)c2cnn3c(C(F)F)cc(C)nc23)cc1
36	6	2.3	8	-2	9	0	14	2	-1	Cc1ccc(C)c(C(=O)CN2C(=O)CCC2=O)c1
37	-3	-0.2	0	12	-13	0	2	2	0	COc1oc(-c2ccccc2C)nc1C(F)(F)F
38	-17	2.7	-5	0	-4	6	4	6	5	COc1ccc(Cn2c(=O)oc3ccccc32)cc1OC
39	84*	1.0	-35	-26	100*	16	-75	80*	-15	CN1CCN(C2Cc3cc(F)ccc3Sc3ccc(Cl)cc32)CC1 (stereo not drawn)
40	7	0.0	-4	5	1	-1	-5	0	-7	Cc1ccc(NC(=O)c2cc([N+](=O)[O-])ccc2NCc2cccnc2)cc1

# The final 4 entries of the part before come first, to join the parts.
item	CHRM4 antagonist	CRFR2-BP ag	CHRM5 PAM	M1 PAM	M1 antag	CHRM4 agonist	CHRM4 PAM	CHRM5 antagonist	M5 ag	smiles
37	-3	-0.2	0	12	-13	0	2	2	0	COc1oc(-c2ccccc2C)nc1C(F)(F)F
38	-17	2.7	-5	0	-4	6	4	6	5	COc1ccc(Cn2c(=O)oc3ccccc32)cc1OC
39	84*	1.0	-35	-26	100*	16	-75	80*	-15	CN1CCN(C2Cc3cc(F)ccc3Sc3ccc(Cl)cc32)CC1 (stereo not drawn)
40	7	0.0	-4	5	1	-1	-5	0	-7	Cc1ccc(NC(=O)c2cc([N+](=O)[O-])ccc2NCc2cccnc2)cc1
41	-9	3.2	-5	-4	5	4	-2	7	-1	CN(Cc1ccc(-n2cccn2)cc1)C(=O)c1cnn2c1NC(c1ccco1)CC2C(F)(F)F (stereo not drawn)
42	-11	1.7	-3	6	-1	1	5	12	1	COCc1ccc(-c2c(-c3cccc(OC)c3)sc3ccc(OC)cc23)cc1
43	-7	5.0	-6	-4	5	9	-6	0	7	CCN1CCN(C(=O)c2cc(COc3ccc(F)cc3F)on2)[C@@H](C)C1=O
44	3	1.3	-10	-2	2	5	-9	6	1	COC(=O)c1ccccc1NC(=O)C1CCCN(S(=O)(=O)c2ccccc2)C1 (stereo not drawn)
45	4	0.9	-12	9	-11	0	-17	22	-1	COc1ccccc1-c1c(C#N)c(N)nc2c1CCC2
46	-1	-0.8	-16	-19	48*	6	-17	14	-10	Brc1cccc(-c2cnc3n2CCCCC3)c1
47	10	1.1	6	9	-7	0	2	1	1	O=[N+]([O-])c1cc(S(=O)(=O)NCCc2ccccn2)ccc1Cl
48	6	1.6	1	-10	-6	0	-5	-6	-10	CC(=O)c1cccc(CN2CCN(C(C)C)C(CCO)C2)c1 (stereo not drawn)
49	1	0.4	10	5	-6	1	5	-4	1	O=C(CN1C(=O)NC2NC(=O)NC21)NN=C1CCCC1 (stereo not drawn)
50	-7	-0.5	4	2	-10	1	2	-12	-1	CCCNC(=O)N(C)C[C@@H]1Oc2ncc(Br)cc2C(=O)N([C@H](C)CO)C[C@@H]1C
51	9	0.6	-9	-1	-6	2	-14	5	-3	c1ccc(-c2nc(CSc3n[nH]c(-c4cccs4)n3)cs2)cc1
52	17	-3.2	0	2	-6	8	34*	3	2	COc1ccc(-n2c(/C=C(\C)O)nc(=O)c3c(C)cc(C)nc32)cc1
53	2	5.8	-4	13	-9	0	3	2	-5	COc1ccc(OC)c(CNC(=O)Cc2c(C(=O)O)[nH]c3ccc(Cl)cc23)c1
54	6	-1.8	-5	-2	-3	-1	-4	4	-2	Cn1c(C23CC4CC(CC(C4)C2)C3)n[nH]c1=S
55	-4	-0.2	-3	4	-8	1	17	13	4	O=C(CSc1cccc[n+]1[O-])NN(c1ccccc1)c1ccccc1
56	4	0.2	3	8	-1	1	5	-2	2	COCCNC(=O)c1cc(-c2ccc(OC)c(OC)c2)on1
57	-13	-1.6	-12	-2	6	13	-1	2	0	O=C(CSc1cn(CCNC(=O)c2ccc3ccccc3c2)c2ccccc12)NCc1ccco1
58	-2	-0.1	2	5	-5	0	-1	4	-2	Cc1cc(=O)[nH]c(N/N=C/c2cccc(Br)c2)n1
59	-21	-7.9	3	4	-16	0	4	-2	-3	CCOc1ccc(NC(=O)CCN2C(=O)c3cccc([N+](=O)[O-])c3C2=O)cc1
60	2	-3.0	-6	2	-7	0	2	8	1	CC1CC(C)(C)OC(c2ccc(C(C)C)cc2)O1 (stereo not drawn)
61	9	-2.4	-1	1	-1	0	-7	7	2	COc1ccc(N(Cc2cc(=O)[nH]c3ccccc23)C(=O)CCl)cc1
62	0	-0.2	3	-27	20	2	-2	7	-11	Cc1ccc(S(=O)(=O)N2CCN(c3nc(CN4CCCC4)nc4sc(C)c(C)c34)CC2)cc1
63	15	0.9	-5	1	-1	1	-12	-4	-20	O=C(CNS(=O)(=O)c1c(Cl)cccc1Cl)N1CCCCCC1
64	8	0.0	1	-2	9	1	7	5	-2	COc1cccc(CNC(=O)C(C)n2nc(C)n3c(cc4occc43)c2=O)c1 (stereo not drawn)
65	11	-0.4	-11	-6	5	14	-27	4	4	COc1cc([N+](=O)[O-])ccc1NC(=O)COC(=O)c1n[nH]c2ccccc12
66	1	-1.5	1	6	-8	2	-1	-6	2	COc1ccc(S(=O)(=O)N(C)CC(=O)NCCC2=CCCCC2)cc1OC
67	-10	-0.3	-4	5	-8	2	10	1	5	CCOC(=O)C(=O)NCC(c1cccs1)S(=O)(=O)c1ccc(F)cc1 (stereo not drawn)
68	0	-0.9	21*	-9	7	0	-5	9	1	O=C(/C=C/c1ccc(F)cc1)NC(=S)Nc1ccccc1C(=O)NC1CCCCC1
69	-9	-0.2	0	8	-8	1	-3	4	0	O=C(N/N=C/c1ccc(Br)s1)c1ccc([N+](=O)[O-])cc1
70	-2	0.1	-1	2	-24	0	3	-1	-1	CCOC(=O)c1c(NC(=O)CC)sc(C(C)=O)c1C

# From PubChem BioAssay
